# CD40 NFkB inh: CD40 pathway inhibition in BL2 cells. BL2 NF-kB luciferase reporter, CD40L-induced, 4 h. inhibition, % at 10 µM. 83,000 tested, 0.94% active;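 active = mean inhibition of at least 50% with a set share of replicates also reaching that level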;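 note: 0% = neutral control wells and 100% = IKK inhibitor VII at 50 µM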
# Active calls of the source: *; [ ] = dose if it differs, or a comment. This is a subset; count on the stated rates, not on these rows.
# Preview, six compounds:
Structure | CD40 NFkB inh
CC(=O)Nc1ccc(OCC=C(Cl)Cl)cc1 | -31
O=C(CCN1CCCCC1)N[C@@H]1CC[C@H](CC(=O)N2CCC(Cc3ccccc3)CC2)O[C@H]1CO | 0[25 µM]
CCOC(=O)c1sc2nccc(N(C)C)c2c1N=CN(C)C | 1
COc1cccc(OC)c1C(=O)Nc1nc2ccc([N+](=O)[O-])cc2s1 | 6
C[C@H](O)C#Cc1ccc([C@@H]2[C@H](CO)N3CCCCN(C(=O)c4cccc(F)c4)C[C@@H]23)cc1 | 2[25 µM]
CC(=O)N1CCCc2cc(S(=O)(=O)N(C)CC(=O)Nc3ccccc3)ccc21 | -3

# All compounds of this part (from the top)
Structure | CD40 NFkB inh
CC(=O)Nc1ccc(OCC=C(Cl)Cl)cc1 | -31
O=C(CCN1CCCCC1)N[C@@H]1CC[C@H](CC(=O)N2CCC(Cc3ccccc3)CC2)O[C@H]1CO | 0[25 µM]
CCOC(=O)c1sc2nccc(N(C)C)c2c1N=CN(C)C | 1
COc1cccc(OC)c1C(=O)Nc1nc2ccc([N+](=O)[O-])cc2s1 | 6
C[C@H](O)C#Cc1ccc([C@@H]2[C@H](CO)N3CCCCN(C(=O)c4cccc(F)c4)C[C@@H]23)cc1 | 2[25 µM]
CC(=O)N1CCCc2cc(S(=O)(=O)N(C)CC(=O)Nc3ccccc3)ccc21 | -3
Cc1cccc(C(=O)NCC(=O)NC2CCC(C)CC2)c1 (stereo not drawn) | -36
O=C1C2CC(O)CN2C(=O)N1c1ccccc1 (stereo not drawn) | -1
COc1ccc(CCNC(=O)C2CCCN(c3ncccn3)C2)cc1 (stereo not drawn) | -7
CCOc1ccccc1N1CC(C(=O)Nc2cc(Cl)ccc2-n2cncn2)CC1=O (stereo not drawn) | 1
CCOc1cc(N2CCOCC2)c(OCC)cc1NC(=O)CN1C(=O)C2C3C=CC(C3)C2C1=O (stereo not drawn) | 6
Cc1ccccc1C(=O)c1cccn1CC(=O)NCc1ccco1 | -12
CN1C[C@@H]2[C@H](c3ccccc31)[C@H](CO)N2C(=O)CN1CCOCC1 | -1[25 µM]
CCCNC(=O)N(C)C[C@@H]1Oc2cc(C#C[C@@H](C)O)ccc2S(=O)(=O)N([C@@H](C)CO)C[C@@H]1C | -3[25 µM]
CN1CCN(C(=O)c2ccc(CN(c3ccccc3)S(=O)(=O)c3ccccc3)cc2)CC1 | 4
COc1ccc(N2C(=O)CSC23C(=O)N2CCCc4cccc3c42)cc1 (stereo not drawn) | 1
COc1ccc(-c2ccc3c(c2)[C@H]2[C@H](CCN2C(=O)c2ccc4c(c2)OCO4)[C@H](CO)N3C)cc1 | -11[25 µM]
Cc1cc(C(=O)NC2CCCC2)on1 | 13
O=C(N/N=C/c1cccc([N+](=O)[O-])c1)c1ccc(Br)cc1 | -11
Cc1noc(C)c1NC(=O)N(C)C[C@H]1OCc2ccccc2-c2ccccc2C(=O)N([C@@H](C)CO)C[C@H]1C | 6[25 µM]
CC12CCC(C[N+](C)(C)C1)C2(C)C (stereo not drawn) | 3
CCCCCn1c(SCCC(C)C)nc2c1c(=O)[nH]c(=O)n2C | 31
COCC(=O)N1[C@H](CO)[C@H](c2ccccc2C2=CCCCC2)[C@@H]1C#N | -6[25 µM]
C[C@@H]1CN([C@@H](C)CO)C(=O)c2ccccc2-c2ccccc2CO[C@@H]1CN(C)Cc1ccc(F)cc1 | 13
OC[C@H]1[C@@H](c2ccc(Br)cc2)[C@H]2CN(Cc3cncnc3)CCCCN21 | -21[25 µM]
C[C@@H]1CN([C@@H](C)CO)C(=O)CCCn2nncc2CO[C@H]1CN(C)S(C)(=O)=O | 11[25 µM]
CN1C(=O)c2cc(NS(=O)(=O)CC(F)(F)F)ccc2OC[C@H]2O[C@@H](CC(=O)NCc3ccc(Cl)c(Cl)c3)CC[C@@H]21 | -2[25 µM]
CC(C)(C)c1cc(C(=O)N/N=C/c2ccccc2O)n(-c2ccccc2)n1 | 6
O=C(NCCCN1CCOCC1)c1cc(-c2ccc(Cl)s2)nc2ccccc12 | -4
CCOC(=O)c1c(C)oc2ccc(OCC(=O)C(C)(C)C)cc12 | -7
CCCCn1c(N)c(N(CCOC)C(=O)c2cnc(C)cn2)c(=O)[nH]c1=O | 1
COc1ccc(-c2cc(CNC(=O)CN(C)Cc3ccccc3)on2)cc1 | 5
CCCOC(=O)Nc1nc2ccccc2o1 | -15
O=C(NCCCN1CCOCC1)c1cc(S(=O)(=O)N2CCOCC2)ccc1Cl | 4
N#Cc1nc(-c2cccs2)oc1NCCN1CCOCC1 | -1
COc1ccc(S(=O)(=O)N2CCCCCC2)cc1C(=O)N1CCCC(C(F)(F)F)C1 (stereo not drawn) | 2
COc1ccc(CCNC(=O)C(=O)NCC2CCCN2S(=O)(=O)c2cccs2)cc1 (stereo not drawn) | 4
O=C(NCc1cccc(F)c1)c1cccc(OC2CCN(C(=O)C3CC3)CC2)c1 | 15
CC1(C(=O)NS(=O)(=O)c2ccc(Cl)cc2)CCN1C(=O)c1ccccc1CCc1ccccc1 (stereo not drawn) | 6
C[C@@H]1CN([C@H](C)CO)C(=O)c2c(c3ccccc3n2C)-c2ccccc2CO[C@@H]1CN(C)Cc1ccc(C(F)(F)F)cc1 | 6
CCOCC(=O)Nc1nnc(C)s1 | 16
O=C(CN1C(=O)NC2(CCCC2)C1=O)N1CCN(S(=O)(=O)c2ccc(Cl)c(C(F)(F)F)c2)CC1 | 7
O=C(NCc1ccc2c(c1)OCO2)c1ccc(S(=O)(=O)C(F)F)cc1 | 0
O=C(Nc1ccc(F)cc1Cl)C1=COCCO1 | 0
CCCCN(C)Cc1c(C)[nH]c2ccccc2c1=O | 8
O=C(c1ccco1)N1CCN(c2ncccn2)CC1 | -10
Cc1ccccc1Nc1nc(N)nc(COC(=O)c2c(C)noc2C)n1 | 8
Cc1ccc(-n2ncc(Cl)c2C(=O)NC2CC2)cc1 | -108
CCOc1ccccc1N1CC(C(=O)N(C)Cc2cccnc2)CC1=O (stereo not drawn) | 7
O=C(CSc1nnc2ccc(-c3cccnc3)nn12)Nc1cccc(F)c1 | 12
O=C(N/N=C/c1ccccc1C(F)(F)F)c1ccc(O)cc1 | -59
CCCCCC1CCC(C(=O)O)CC1 (stereo not drawn) | 12
Cc1noc(C(=O)NCC2CCCO2)c1Cl (stereo not drawn) | 11
COc1ccc(NC(=O)C(F)(F)F)cc1OC | 19
Cc1ccc(S(=O)(=O)N(CC(=O)N2CCC(C)CC2)Cc2ccccc2F)cc1 | 10
CN(CCC1CCOCC1)Cc1cn[nH]c1-c1ccc(-c2ccccc2)cc1 | -96
CC1CCN(C(=O)CSc2nnc(-c3cccnc3)n2C2CCCCC2)CC1 | 1
Cc1ccc(OCC(=O)NN=C2c3ccccc3-c3ccccc32)cc1 | 0
COC(=O)Cn1c(C)nc([N+](=O)[O-])c1Br | 21
Cc1noc(C)c1NC(=O)N(C)C[C@@H]1OCCCC[C@@H](C)Oc2ccc(NC(=O)Nc3ccc(C(F)(F)F)cc3)cc2C(=O)N([C@H](C)CO)C[C@H]1C | 60*[25 µM]

# (more compounds)
Structure | CD40 NFkB inh
CCOC(=O)c1cc(C)nc(SC)c1C#N | 9
CN(C)CCNc1nc(S(=O)(=O)c2ccccc2)c(Cl)s1 | 11
O=C(c1ccco1)c1cn(CC(=O)N2CCCCCC2)c2ccccc12 | 9
CC(C)[C@H](NC(N)=O)C(=O)NCCc1ccc(Cl)cc1Cl | 11
CC1(C)Cc2nc3sc4c(=O)n(CC(=O)NCc5ccco5)cnc4c3cc2CO1 | -45
CN1CCn2c1nc(N1CCOCC1)nc2=O | 4
O=C(CCCCCCC(=O)c1ccccc1)c1ccccc1 | -7
Cn1cc(CN2CCC(Oc3ccc(C(=O)N4CCCC4)cc3)CC2)cn1 | 9
CCN1CCCC(OC(=O)Nc2ccccc2)C1 (stereo not drawn) | -12
CCOC(=O)C1CCN(C(=O)CCc2c(C)nc3ncnn3c2C)CC1 | -2
CCOC(=O)N1CCN(S(=O)(=O)c2cccc3cccnc23)CC1 | 7
Cn1c(SCC(=O)c2ccccc2)nnc1-c1ccncc1 | -46

# Looked up by compound from above (six):
Structure | CD40 NFkB inh
CCOC(=O)C1CCN(C(=O)CCc2c(C)nc3ncnn3c2C)CC1 | -2
O=C(NCCCN1CCOCC1)c1cc(S(=O)(=O)N2CCOCC2)ccc1Cl | 4
Cc1noc(C)c1NC(=O)N(C)C[C@H]1OCc2ccccc2-c2ccccc2C(=O)N([C@@H](C)CO)C[C@H]1C | 6[25 µM]
CCCOC(=O)Nc1nc2ccccc2o1 | -15
Cc1ccccc1C(=O)c1cccn1CC(=O)NCc1ccco1 | -12
CN(C)CCNc1nc(S(=O)(=O)c2ccccc2)c(Cl)s1 | 11

# Additional compounds.
Structure | CD40 NFkB inh
CC(C)Sc1nc2c(c(=O)n(C)c(=O)n2C)n1C | 11
CC(C)NC(=O)NC(=O)CSc1ncccn1 | 7
Cc1ccc2c(c1)c1ncn(CCC3=CCCCC3)c(=O)c1n2C | -14
O=C(NCCCn1ccnc1)Nc1cccc(Cl)c1 | 5
O=C(Nc1cc(C(F)(F)F)ccc1-n1cncn1)c1ccc(-c2ccccc2)cc1 | -11
Cc1ccc(C(=O)Nc2cccc3[nH]c(C(F)(F)F)nc23)cc1 | 21
CC(=O)N1[C@@H]2c3ccc(C4=CCCCC4)c(=O)n3C[C@@H]2[C@@H](CO)[C@@H]1C(=O)Nc1ccccc1 | 4[25 µM]
O=S(=O)(Nc1ccc(-n2cnnn2)cc1)c1ccc(Cl)cc1 | 5
CCCCCCCCSc1n[nH]c(N)n1 | 5
CCOC(=O)Cc1csc(NC(=O)COc2ccc(C)cc2)n1 | 1
O=C(NN=C1CCC(=NNC(=O)c2cccnc2)CC1)c1cccnc1 | -1
CCCNC(=O)N1C[C@H]2[C@@H](c3ccccc31)[C@@H](CO)N2C(=O)NC(C)C | 6[25 µM]
CCCCn1c(N)c(N(CCC(C)C)C(=O)C(C)N2C(=O)c3ccccc3C2=O)c(=O)[nH]c1=O (stereo not drawn) | -13
CCC(=O)N1[C@@H](C#N)[C@@H](c2ccccc2-c2cccc(C)c2)[C@@H]1CO | -2[25 µM]
Cc1ccc(S(=O)(=O)N2CCN(C(=O)c3n[nH]c4ccccc34)CC2)cc1 | 2
Cc1nnc(NC(=O)C(C)Sc2nnc(CNC(=O)c3ccccc3F)n2C)s1 (stereo not drawn) | 13
CC(=O)c1c(C)[nH]c(C(=O)CN2CCN(S(=O)(=O)c3ccc(C(C)C)cc3)CC2)c1C | 21
ClCC(CNCc1ccccc1)c1ccccc1 (stereo not drawn) | -4
CNC[C@H]1Oc2ccc(NC(C)=O)cc2CC(=O)N(C)C[C@@H]1C | 7
O=C(Nc1cc(Cl)ccc1-n1cncn1)c1ccc(F)c(S(=O)(=O)N2CCOCC2)c1 | -4
C[C@@H]1CN([C@@H](C)CO)C(=O)c2c(c3ccccc3n2C)-c2ccccc2CO[C@H]1CN(C)Cc1cccc(C(F)(F)F)c1 | 78*[25 µM]
COc1ccc(CC(N)c2csc(NC(=O)Nc3cc(OC)ccc3OC)n2)cc1 (stereo not drawn) | 11
CCOC(=O)N1CCN(C(=O)CSC2=NS(=O)(=O)c3cc(F)ccc3N2)CC1 | 0
Cc1ccc(NC(=O)Cn2c(=O)ccn(Cc3ccccc3)c2=O)cc1S(=O)(=O)N1CCOCC1 | -18
Cc1[nH]c2ccccc2c1C(=O)COC(=O)Cn1c(C)nc2ccccc21 | 12
c1ccc2c(c1)nc(Nc1ccc(N3CCCCC3)cc1)c1nncn12 | 10
C[C@@H]1CN([C@H](C)CO)C(=O)c2cccc(NC(=O)CCCCCC(=O)Nc3ccccc3N)c2O[C@@H]1CN(C)S(=O)(=O)c1cn(C)cn1 | -9[25 µM]
CCc1nnc(NC(=O)c2cccs2)s1 | -44
C[C@H](CO)N1C[C@H](C)[C@H](CN(C)C(=O)NC2CCCCC2)OCc2cn(nn2)CCCC1=O | 6[25 µM]
O=C(COC(=O)C1COc2ccccc2O1)Nc1ccc(Cl)cc1 (stereo not drawn) | -1
COC(=O)C1CSC(C)(C)C(=O)N1 (stereo not drawn) | 13
COc1ccc(-c2ccc3c(c2)[C@H]2[C@H](CCN2S(=O)(=O)c2ccc(OC)cc2)[C@H](CO)N3C)cc1 | -4[25 µM]
O=C(NNC(=O)c1ccco1)c1ccc(NS(=O)(=O)c2cccs2)cc1 | 8
O=C(C[C@H]1CC[C@H]2[C@@H](COC[C@@H](O)CN2CC2CCCC2)O1)NCc1ccc(Cl)cc1 | 2
O=C(Cc1cccnc1)N1CC(=O)N2[C@H](C1)[C@H](c1ccc(C3=CCCCC3)cc1)[C@@H]2CO | -23[25 µM]
Cc1nc(Nc2ccccc2)sc1C(=O)Nc1ccccc1 | -79
O=C(NC1CC1)c1scc2c1OCCO2 | 9
C[C@@H](O)C#Cc1ccc([C@H]2[C@@H](CO)N3CCCCN(C(=O)c4ccncc4)C[C@@H]23)cc1 | -1[25 µM]
Cc1cc(OCC(=O)OCC(=O)N2c3ccccc3NC(=O)C2(C)C)ccc1Cl | 10
Nc1ccc(C(=O)OCC(=O)Nc2cccc(S(=O)(=O)NC3=NCCCCC3)c2)cc1[N+](=O)[O-] | -4
O=C(Nc1ccc(F)cc1F)c1ccc(S(=O)(=O)NCc2ccco2)cc1 | -6
O=C(CCCn1nnc2ccccc2c1=O)N[C@@H](Cc1ccccc1)C(=O)O | 2
O=C(Nc1cccc(NC(=O)c2ccco2)c1)c1ccc2c(c1)OCO2 | -2
COCCN(C(=O)CSc1nnc(-c2ccccc2OC)o1)c1c(N)n(CC(C)C)c(=O)[nH]c1=O | -12
O=C(C[C@H]1CC[C@H](NC(=O)Nc2ccc(C(F)(F)F)cc2)[C@H](CO)O1)NCc1cccc(F)c1 | 7[25 µM]
CCC1CCCCN1C(=O)Cn1c(C(=O)OC)cc2sc(Cl)cc21 (stereo not drawn) | 8
Cn1c(NCC2CCCO2)nc2c1c(=O)n(Cc1ccccc1)c(=O)n2C (stereo not drawn) | 15

# Source: PubChem BioAssay (Broad Institute)
